Compound activity as filed in PubChem BioAssay.
Pf apPOL inh – Pf-apPOL inhibitors, biochemical, fluorescence. Recombinant Pf-apPOL, molecular beacon fluorescence, 1.5 h. Plasmodium falciparum apicoplast DNA polymerase (apPOL). 210,000 tested, 0.25% active. AID 1794808, 2022. inhibition, % at 10 µM
mHTT-CaM PPI inh – mutant huntingtin-calmodulin interaction inhibitors – biochemical, AlphaScreen, primary screen. P42858. AlphaScreen His-mHTT/GST-CaM binding, luminescence. inhibition, % at 15 µM. 190,000 tested, 3.6% active;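 further: 0% = both proteins with DMSO and 100% = one protein alone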
An asterisk follows results filed as active; . = not tested or not shown; & = joins results of further samples. No stated cut-off is given here; in the data, active means inhibition above about 50%; inactive means the rest.

SMILES	Pf apPOL inh	mHTT-CaM PPI inh
O=C(c1ccco1)N1CCN(C(=O)C2CC(c3ccc(Cl)cc3)=NO2)CC1 (configuration not stated)	-2	-11
CC1(C)CC(=O)C(=Cc2cn(-c3ccccc3)nc2-c2cccs2)C(=O)C1	-4	15
O=C(C1CCCC1)N1CCc2nc3cc(-c4ccccc4)[nH]n3c(=O)c2C1	1	11
CCCCc1ccc(-c2ccc(Br)cc2O)nc1	1	-22
Cc1ccc(OCCCN2CCOCC2)c(C)c1	-4	-2
COc1ccc(CCCC(=O)Nc2ccccc2F)cc1	-39	-17
O=C(O)c1ccc(OC2CCCCC2)cc1	-3	-3
CC(=O)c1ccc(NC(=O)c2ccc(Cl)c(S(=O)(=O)N3CCOCC3)c2)cc1	9	2
Cc1ccccc1-c1noc(C2CCCN2C(=O)Nc2ccccc2Cl)n1 (configuration not stated)	-2	-25
Cc1ccc(NC(=O)c2cc(N3C(=O)CCC3=O)ccc2N2CCCCC2)cc1	-1	-3
COc1ccc(C)cc1-n1cnc2cc(C(=O)NCC(OC)OC)ccc21	-2	5
O=C(NCC1CCCO1)c1cc(Sc2ccc(F)cc2)nc2ccccc12 (configuration not stated)	1	2
O=C(Nc1cc(F)cc(F)c1)c1c(O)c2cccnc2n(-c2ccccc2)c1=O	-3	-7
Cc1ccc(Cl)cc1NC(=O)c1ccc(N(Cc2ccccc2)S(C)(=O)=O)cc1	0	-4
CC1=C(C(=O)Nc2ccc(C)c(Cl)c2)C(c2ccccc2Cl)NC(=O)N1 (configuration not stated)	-4	90*
COc1cccc(NC(=O)CCS(=O)(=O)c2ccc3[nH]c(=O)oc3c2)c1	-68	1
O=C(CCc1ccccc1)Nc1c2c(nn1-c1ccc(F)cc1)CS(=O)(=O)C2	0	1
Cn1nc(COCc2ccccc2)c2c1CCN(C(=O)COc1ccccc1)C2	-12	-4
Cc1ccc(C(=O)N2CCCc3ccccc32)cc1Br	-4	-18
Cc1cc(=O)[nH]c(SCC(=O)Nc2ccc(C(F)(F)F)cc2Cl)n1	-2	3
Cc1ccc(CNC(=O)C2CCCN(c3nc4nc[nH]c(=O)c4s3)C2)o1 (configuration not stated)	-1	36
O=S(=O)(c1ccc(Cl)cc1)N1CCC(N2CCCCC2)CC1	-8	-6
O=c1c(N2CCCC2)c(N2CCOCC2)c1=O	-1&-5	.
CS(=O)(=O)N1CCC[C@]2(CC[C@H](CCC#N)O2)C1	-5	-9
N=C1S/C(=C\c2ccc(N3CCOCC3)cc2)C(=O)N1c1ccc(Br)cc1	-3	9
Cc1cccc(C)c1NC(=O)c1c(F)c(F)c(F)c(F)c1F	-3	-8
COc1ccc(-c2ncnn2-c2ccc(C)c(Cl)c2)cc1OC	1	5
Cc1nn2c(=O)/c(=C/c3ccco3)sc2nc1=O	-2	-1
COc1cc(/C=C2\C(=O)NC(=O)N(c3cc(C)cc(C)c3)C2=O)c([N+](=O)[O-])cc1OC	-4	20
CCCC(=O)N1CCc2c(c(-c3nc(-c4ccccc4F)no3)nn2C)C1	-5	-8
Cc1ccccc1NC(=O)C1CCc2sc(C(=O)N3CCOCC3)cc2C1 (configuration not stated)	-2	3
O=C(c1ccoc1)N1CCC(n2c(-c3ccsc3)nc3cccnc32)C1 (configuration not stated)	-6	5
O=C(Cc1csc(NC(=O)c2ccco2)n1)Nc1ccc(F)c(C(F)(F)F)c1	8	59*
CCc1ccc(S(=O)(=O)N2CCSC2c2ccc(Cl)cc2)cc1 (configuration not stated)	1	-75
CCCCC1CCC(C(=O)Nc2c3c(nn2-c2ccc(F)cc2)CS(=O)(=O)C3)CC1 (configuration not stated)	-2	1
CC(=O)c1cccc(NC(=O)Cn2nc3c(cc2=O)CN(C(C)=O)CC3)c1	-2	-11
CC(C)(C)NC(=S)NNc1c(Cl)cncc1Cl	1	.
CC(C)C(=O)N1CCN(c2nc3c(s2)CC(C(=O)NC2CCCCCC2)CC3)CC1 (configuration not stated)	-3	0
CN1CCC(CNC(=O)C(=O)NCCC2=CCCCC2)CC1	-6	-3
CC(C)C(=O)NCCc1csc(C2CCN(C(=O)C3CCCCC3)CC2)n1	-6	-2
Cc1sc(NC(=O)CN2CCN(c3ccccc3)CC2)c(C#N)c1C	5	.
COc1cccc(C=Nc2ccc(S(=O)(=O)Nc3ccccn3)cc2)c1	1	-3
CCOc1ccc(C=Nc2ccc([N+](=O)[O-])cc2)cc1	-3	24
O=C(Cc1cccc(F)c1)N1CCC2(C1)C(=O)Nc1ccccc12 (configuration not stated)	-2	7
O=C(CCN1C(=O)c2ccccc2C1=O)Nc1ccc(-c2ccccc2)cc1	-6	-4
Cc1cccc(NC(=O)CNS(=O)(=O)c2ccc(Br)s2)c1	-7	1
CC(NCC(O)Cn1c2ccccc2c2ccccc21)C(=O)O (configuration not stated)	-6	4
O=C(c1cc(F)ccc1F)N1CCC2(CC1)NC(=O)N(Cc1ccc(Cl)cc1)C2=O	-1	8
CC1CCN(c2ccc(N3CCC(C(=O)NCc4ccc5c(c4)OCO5)CC3)nn2)CC1	-6	20
CC(C)NS(=O)(=O)c1ccc2c(c1)OCCO2	.	-2
CC(C)Oc1cccc(C(=O)Nc2ccc(F)c(Cl)c2)c1	-1	-55
CC1(C)N=C(c2ccc(Cl)cc2)C(=O)N1CC(=O)Nc1ccc(F)cc1	-7	-5
Cn1c(C2CCN(C(=O)Nc3ccccc3Br)CC2)cc(=O)n2nccc12	-3	-8
COc1ccc(/C=C2\SC(=O)N(CCN)C2=O)cc1OC	-1	4
O=C(NCc1ccccc1)/C(=C\c1ccc(O)cc1)NC(=O)c1ccco1	-3	7
O=C(NC1CCCC1)C(c1cc2c(cc1[N+](=O)[O-])OCO2)N1CCC2(CC1)OCCO2 (configuration not stated)	0	10
O=C(CSc1ncnc2c1oc1ccccc12)OCc1ccccc1	0	-19
O=C1C(=O)N2C(=C1C(=O)N1CCOCC1)c1ccccc1CC21CCCCC1	-5	6
O=C(CCc1csc(NS(=O)(=O)c2ccc(F)cc2)n1)NC1CC1	20	-5
COc1ccc2cc3cc(C(=O)NC4CCCCCC4)oc3nc2c1	1	-5

More records:
SMILES	Pf apPOL inh	mHTT-CaM PPI inh
Cc1noc(-c2ccc(NC(=O)C3(c4ccccc4)CCOCC3)cc2)n1	-2	-6
O=c1[nH]snc1N1CCOCC1	.	0
Cc1ccc(-n2cc3ccccc3c2C#N)nc1	-13	.
Cc1ccc(CNS(=O)(=O)c2cc3c(s2)CCN(C(=O)C2CCC2)C3)cc1	-3	3
O=C(CCNc1ccc(F)c(Cl)c1)c1ccco1	-20	9
COc1ccc(C(=O)N2CCCN(C3CCN(CC4CC4)C3=O)CC2)cn1 (configuration not stated)	2	-3
Cc1ccc(CNC(=O)C2(C)CCCN(C(=O)NCc3ccc(F)cc3)C2)cc1 (configuration not stated)	-6	3
CCOC(=O)c1sc(NC(=O)CC2Nc3ccccc3NC2=O)cc1C (configuration not stated)	-4	-5
Cc1ccc(S(=O)(=O)NCCN=Cc2c[nH]c3ccccc23)cc1	1	-2
O=C(c1ccc(SCc2ccccn2)c([N+](=O)[O-])c1)N1CCCC1	-8	5
O=C(NCc1ccc(N2CCCCC2)nc1)C1CCCC1	4	14
O=C(Nc1cccc(Cl)c1)c1cnccn1	0	11
O=C(CSc1nc2c(c(=O)n1-c1ccc(Cl)cc1)SCC2)Nc1ccc(F)cc1	-2	12
CC(=O)NC1=NN(C(C)=O)C(c2cc3c(cc2[N+](=O)[O-])OCO3)S1 (configuration not stated)	1	9
COc1ccc(OCC2CN(C(=O)c3cccc(F)c3)CCO2)cc1 (configuration not stated)	-6	-2
Cc1cc(C(=O)NCC(O)c2ccsc2)c(C)o1 (configuration not stated)	-7	-7
COc1cccc(-c2cn3c4c(=O)n(C)c(=O)n(C)c4nc3n2Cc2ccccc2)c1	-11	1
CC(C)(O)C#Cc1ccc(C(=O)NCC(c2ccccc2)c2ccccc2)cc1	-10	-7
CCn1c2ccccc2c2nnc(SCC(=O)N(c3ccccc3)c3ccccc3)nc21	0	2
O=C1C(=O)N(CCCN2C(=O)C(=O)c3ccccc32)c2ccccc21	-4	2
CNC(=O)Nc1ccc(C2(C(=O)NCC3CCCO3)CCC2)cc1 (configuration not stated)	-3	-12
Cc1cc(C(=O)Nc2cc(C(=O)N3CCCC3)cn(C)c2=O)no1	-2	0
Cc1ccc2[nH]cc(CCNC(=O)CC3CCN(C(=O)c4[nH]c(C)cc4C)CC3)c2c1	-6	11
CC(=O)Nc1ccc(S(=O)(=O)N2CCN(C3CCC(c4ccccc4)CC3)CC2)cc1 (configuration not stated)	-11	22
COc1ccc(CNC(=O)c2ccc(N3CCNC(c4ccccc4)C3)nc2)cc1 (configuration not stated)	-5	30
Cc1ccc(S(=O)(=O)Nc2c(C)cc(C)nc2Cl)cc1	-2	-4
CCc1ccccc1NC(=O)Cn1nnc(C(=O)NCc2cccs2)c1N	-4	-6
NC(=O)c1cc2ccccc2oc1=Nc1cccc(C(F)(F)F)c1	2	1
CC1CCN(C(=O)C2c3ccccc3CCN2CC(=O)NCc2ccc(F)cc2F)CC1 (configuration not stated)	0	29
CCOc1ccc(S(=O)(=O)N2CCC(c3nc4ccncc4n3CCOC)C2)cc1 (configuration not stated)	-5	1
COCCN(CCOC)Cc1c(O)ccc2c1OC(=Cc1cc(Cl)cc3c1OCOC3)C2=O	10	46
COc1ccc(/C=C2\CCC(C3CCCC3)C2=O)cc1 (configuration not stated)	-2	-19
CN1CCCn2nc(C3CCN(C(=O)c4ccc(F)cc4)CC3)cc2C1=O	0	-4
O=C1C=CC(=NS(=O)(=O)c2ccc(Cl)cc2)c2ccccc21	-2	98*
CC(O)(CNC(=O)C1c2ccccc2Oc2ccccc21)c1ccc2c(c1)OCO2 (configuration not stated)	7&-8	0&-8
COCc1nnc(NC(=O)Cn2cnc3c2c(=O)n(C)c(=O)n3C)s1	-3	0
CCn1cc(SCC(=O)Nc2ccc3c(c2)OCO3)c2ccccc21	-4	20
O=C(c1ccc(F)cc1)N1CCN(c2ccccc2[N+](=O)[O-])CC1	-9	0
COC(=O)c1ccccc1S(=O)(=O)N1CCC(c2noc(-c3cccc(C)c3)n2)CC1	-6	-9
O=C1CC(c2cccc(F)c2)c2c(n[nH]c2-c2ccccc2)N1 (configuration not stated)	0	-8

One compound at a time, from the list above.
Shown for `Cc1ccc(S(=O)(=O)Nc2c(C)cc(C)nc2Cl)cc1` : Pf apPOL inh: -2; mHTT-CaM PPI inh: -4
Shown for `COc1ccc(CNC(=O)c2ccc(N3CCNC(c4ccccc4)C3)nc2)cc1` (configuration not stated) : Pf apPOL inh: -5; mHTT-CaM PPI inh: 30
Shown for `CCn1cc(SCC(=O)Nc2ccc3c(c2)OCO3)c2ccccc21` : Pf apPOL inh: -4; mHTT-CaM PPI inh: 20

Next records
SMILES	Pf apPOL inh	mHTT-CaM PPI inh
CC1(C)C(=S)Nc2ccccc21	-8	.
CCOc1ccccc1C1CC(c2ccccc2)Nc2ncnn21 (configuration not stated)	3	3
O=C(Cc1ccc([N+](=O)[O-])cc1)N1CCCCCC1	-8	4
CC1CN(C(=O)Nc2cccc(Cl)c2)c2ccccc2O1 (configuration not stated)	-8	-5
COc1ccc(-c2cnc3ncnn3c2N2CCCC(C)C2)cc1 (configuration not stated)	-4	6
O=C1C(=Cc2cccnc2)Oc2cc(OC(=O)C3CCCCC3)ccc21	-8&0	1&0
CC(=O)c1cccc(NC(=O)Cn2nc3c(cc2=O)CCCC3)c1	-2	-2
O=C(NCCNc1ccc(Cl)cc1[N+](=O)[O-])c1cccnc1	0	7
Cc1ccc(OCC(=O)Nc2ccc3oc(-c4ccncc4)nc3c2)c(C)c1	-29	2
COCCC(=O)N1CCCn2nc(-c3cccnc3)cc2C1	-2	1
O=C(Nc1ccccc1)c1csc(CN2CCN(c3ccccc3)CC2)n1	-6	19

In the list so far, these have an aryl methoxy group:
SMILES	Pf apPOL inh	mHTT-CaM PPI inh
COc1ccc(CCCC(=O)Nc2ccccc2F)cc1	-39	-17
COc1ccc(C)cc1-n1cnc2cc(C(=O)NCC(OC)OC)ccc21	-2	5
COc1cccc(NC(=O)CCS(=O)(=O)c2ccc3[nH]c(=O)oc3c2)c1	-68	1
COc1ccc(-c2ncnn2-c2ccc(C)c(Cl)c2)cc1OC	1	5
COc1cc(/C=C2\C(=O)NC(=O)N(c3cc(C)cc(C)c3)C2=O)c([N+](=O)[O-])cc1OC	-4	20
COc1cccc(C=Nc2ccc(S(=O)(=O)Nc3ccccn3)cc2)c1	1	-3
COc1ccc(/C=C2\SC(=O)N(CCN)C2=O)cc1OC	-1	4
COc1ccc2cc3cc(C(=O)NC4CCCCCC4)oc3nc2c1	1	-5
COc1ccc(C(=O)N2CCCN(C3CCN(CC4CC4)C3=O)CC2)cn1 (configuration not stated)	2	-3
COc1ccc(OCC2CN(C(=O)c3cccc(F)c3)CCO2)cc1 (configuration not stated)	-6	-2
COc1cccc(-c2cn3c4c(=O)n(C)c(=O)n(C)c4nc3n2Cc2ccccc2)c1	-11	1
COc1ccc(CNC(=O)c2ccc(N3CCNC(c4ccccc4)C3)nc2)cc1 (configuration not stated)	-5	30
COc1ccc(/C=C2\CCC(C3CCCC3)C2=O)cc1 (configuration not stated)	-2	-19
COc1ccc(-c2cnc3ncnn3c2N2CCCC(C)C2)cc1 (configuration not stated)	-4	6

Only part of the results is shown. The share of hits here may be higher or lower than overall.
